BAZ2B block – blocks human BAZ2B | Q9UIF8 | AlphaScreen BAZ2B-H3K14Ac peptide displacement | Potency, µM (highest dose often 114 µM), for inactives: top-dose activity change, negative = inhibition, most hits filed as inhibitors | actives 4.4% (n = 360,000) | AID 504333; further: potency means the concentration at half of the fitted maximal effect; on the % scale 0 is the no-effect control and ±100 the full control effect; nearly all actives have a fitted effect of over 60% in size
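Multi-concentration screen (max 110 uM) measuring displacement of acetylated histone H3 peptide from BAZ2B by AlphaScreen, using 50 nM protein, 50 nM peptide and 10 ug/mL streptavidin donor plus Ni-chelate acceptor beads.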
HP1b chromo inh – HP1-beta chromodomain-methylated histone interaction inhibition; P83916; AlphaScreen HP1-beta / biotin-H3K9me3 peptide binding; Potency, µM (doses to about 114 µM), inactives show at the top dose activity change, negative = inhibition, usual class: inhibitors; actives 0.56% (n = 390,000); AID 540317; further: potency means the concentration at half of the fitted maximal effect; nearly all actives have a fitted effect of over 70% in size; inactives centre near 23
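HP1-beta protein (50 nM final) preincubated 30 min at room temperature with biotinylated H3(1-18)K9me3 peptide (50 nM) in PBS pH 7.4, 0.01% Tween-20, then compound added for 30 min. AlphaScreen streptavidin donor/nickel chelate acceptor beads (10 ug/mL final), 30 min dark, luminescence read.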
ERG Ets-DNA blk – ERG Ets/DNA interaction inhibition; P11308; fluorescence polarization, His-ERG Ets domain / labelled DNA; Potency, µM (doses to about 76.9 µM), for inactives: top-dose FP activity, negative = inhibition, actives largely listed as inhibitors; actives 0.028% (n = 370,000); AID 624246; active means well fitted inhibition curve with a large enough effect in the polarisation, with a control signal flat; inconclusive means small, poorly fitted or top-dose-only effect, or effect the other way, or a change in a side signal; inactive means no such curve, though single readings can be large or run the other way; the % refers to the polarisation;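 further: polarization taken with two DNA probes labelled with fluorescein and Texas red; potency means the concentration at half of the fitted maximal effect; % of control where 0% means no effect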
Target sequence (P11308 whole entry, looked up, the tested form may be a part): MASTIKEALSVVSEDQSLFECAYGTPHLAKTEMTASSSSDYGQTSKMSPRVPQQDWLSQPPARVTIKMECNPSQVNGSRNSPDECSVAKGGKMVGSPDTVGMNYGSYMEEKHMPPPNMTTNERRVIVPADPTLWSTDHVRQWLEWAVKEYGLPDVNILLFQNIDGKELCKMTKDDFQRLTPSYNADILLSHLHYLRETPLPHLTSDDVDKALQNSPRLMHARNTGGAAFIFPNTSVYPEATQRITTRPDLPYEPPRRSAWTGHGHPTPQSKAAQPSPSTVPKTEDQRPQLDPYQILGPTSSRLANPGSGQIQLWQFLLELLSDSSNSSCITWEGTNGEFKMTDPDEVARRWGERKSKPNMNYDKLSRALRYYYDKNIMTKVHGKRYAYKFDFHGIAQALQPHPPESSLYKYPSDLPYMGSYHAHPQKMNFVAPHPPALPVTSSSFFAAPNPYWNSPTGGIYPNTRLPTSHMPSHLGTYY
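His-tagged ERG Ets domain (1 uM in the protein solution; 300mM KCl, 50mM Tris-HCl, 1mM EDTA, 1mM DTT, pH 7.5) received compound, then a probe mix of 5 nM fluorescein-DNA and 100nM Texas-615-DNA. Fluorescence polarization was read for both dyes.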
PI4K2A block – blocks human PI4K2A kinase activity. purified PI4K2A, ADP-Glo luminescence, 1 h; stronger effect = lower value. actives 0.13% (n = 420,000). AID 1346378. activity change, negative = inhibition, % at 76.9 µM; in the data active means activity change below about -50%; inconclusive means mostly about -30% to -49%;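 further: -100% = wells without enzyme as full effect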
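Compounds are screened against recombinant PI4K2A using PI as substrate and ATP, the latter dispensed at 300 microM. Reactions run one hour at ambient temperature before ADP-Glo detection; full inhibition defined by wells lacking enzyme.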
ALOX12 inh – blocks human arachidonate 12S-lipoxygenase; Potency, µM (highest dose often 108 µM), for inactives: at the highest dose activity change, negative = inhibition, usual class: inhibitors; purified 12hLO, xylenol orange hydroperoxide absorbance; P18054; actives 1.1% (n = 580,000); further: potency means the concentration at half of the fitted maximal effect; on the % scale 0 is the no-effect control and ±100 the full control effect
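Purified human 12hLO (150 nM final) in 25 mM Hepes, 0.01% Triton X-100, pH 7.0 was preincubated 15 min at room temperature with compound. Then 40 uM arachidonic acid was added, 30 min. Hydroperoxide was read by Fe-XO absorbance ratio 573/405 nm.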
GLS inhibitor – blocks human kidney-isoform glutaminase activity; O94925; GLS enzymatic activity, qHTS titration; Potency, µM (titrated, usually from 45.5 µM), for inactives: at the highest dose activity change, negative = inhibition, actives largely listed as inhibitors; actives 0.21% (n = 410,000); further: potency means the concentration at half of the fitted maximal effect; on the % scale 0 is the no-effect control and ±100 the full control effect
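hKGA; 45 mM KH2PO4 pH 8.2 + 0.02% Tween-20; cpd via pin tool; 1 mM Gln soln; GluOx/HRP/Amplex Red; RT 30 min; fluor. t0 & final.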
G9a block – G9a (human) methyltransferase inhibition | Q96KQ7 | actives 8.8% (n = 350,000) | G9a H3K9 monomethylation, AlphaScreen, 2 h | Potency, µM (doses to about 102 µM), without a hit: top-dose activity, negative = inhibition, usual class: inhibitors | AID 504332; further: potency means the concentration at half of the fitted maximal effect; on the % scale 0 is the no-effect control and ±100 the full control effect; nearly all actives have a fitted effect of over 75% in size
Target sequence (Q96KQ7 913-1193 limits assumed): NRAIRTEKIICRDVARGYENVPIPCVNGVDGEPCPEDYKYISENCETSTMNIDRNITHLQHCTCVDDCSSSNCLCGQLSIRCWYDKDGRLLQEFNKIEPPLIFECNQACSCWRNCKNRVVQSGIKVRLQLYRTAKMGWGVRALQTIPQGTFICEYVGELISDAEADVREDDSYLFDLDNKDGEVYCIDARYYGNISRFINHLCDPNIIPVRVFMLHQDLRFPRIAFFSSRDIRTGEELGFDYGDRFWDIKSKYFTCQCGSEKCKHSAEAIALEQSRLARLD
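AlphaScreen detection with an anti-monomethyl H3K9 antibody quantified product after a 2 h room-temperature reaction containing 500 nM biotinylated H3K9 peptide, 20 µM SAM and 20 nM enzyme, which had been preincubated 15 min with compound.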
RGS4 inh – blocks human RGS4-accelerated GTP hydrolysis; P49798; Transcreener GDP fluorescence polarization, RGS4-accelerated GTP hydrolysis; Potency, µM (series often up to 114 µM), for inactives: at the top dose activity change, negative = inhibition, usual class: inhibitors; actives 0.039% (n = 390,000); further: potency means the concentration at half of the fitted maximal effect; on the % scale 0 is the no-effect control and ±100 the full control effect; nearly all actives have a fitted effect of over 75% in size; some results filed as inactive show a strong effect at the top dose
Target sequence (P49798 whole entry, looked up): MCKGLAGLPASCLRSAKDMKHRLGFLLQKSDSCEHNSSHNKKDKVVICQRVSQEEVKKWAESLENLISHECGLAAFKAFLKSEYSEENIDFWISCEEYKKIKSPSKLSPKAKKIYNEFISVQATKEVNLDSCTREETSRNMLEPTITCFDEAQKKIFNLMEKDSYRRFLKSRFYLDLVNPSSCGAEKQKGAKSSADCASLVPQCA
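MLSMR compounds (23 nl, pin-transferred) preincubated 10 min at room temperature with a 500nM (2x) first reagent, then RGS4 at 900nM (2x) plus Transcreener GDP mix added; fluorescence polarization (620/688 nm) read before and after 90 min at 30 °C.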
JMJD2A Tudor – inhibitors of human JMJD2A Tudor domain; O75164; AlphaScreen JMJD2A-Tudor / H3K4me3 peptide binding; Potency, µM (titrated, usually from 114 µM), for inactives: at the highest dose activity change, negative = inhibition, actives largely listed as inhibitors; actives 4.4% (n = 390,000); further: potency means the concentration at half of the fitted maximal effect; on the % scale 0 is the no-effect control and ±100 the full control effect; nearly all actives have a fitted effect of over 50% in size
Numbers without * were called inactive; ? = inconclusive; · = not tested or not shown; & = joins results of further samples; [ ] = remark or other dose. Unless noted, the call rests on the fitted dose curve; in most records, active means well fitted curve in the direction sought with a large enough effect; inconclusive means small, poorly fitted or top-dose-only effect, or another doubt; inactive means no such curve, though single readings can be large; an effect the other way counts as inactive or inconclusive.

SMILES | BAZ2B block | HP1b chromo inh | ERG Ets-DNA blk | PI4K2A block | ALOX12 inh | GLS inhibitor | G9a block | RGS4 inh | JMJD2A Tudor
O=c1[nH]c(CN2CCN(S(=O)(=O)/C=C/c3ccccc3)CC2)nc2cc(Cl)ccc12 | -22% | 34% | 10% | 0 | -29% | 23% | -6% | -3% | -16%
CNc1nc2cccnc2s1 | -2% | 39%[activator] | 13% | 6 | 31%[activator] | -5% | 19% | 21% | -11%
COCCOC(=O)C1=C(C)NC2=C(C(=O)CC(C)(C)C2)C1c1cc2c(cc1Br)OCO2 (stereo not drawn) | -2% | 45%[activator] | · | 1 | -29% | 17% | -11% | 18% | -15%
CS(=O)(=O)c1nc(-c2ccccc2)cc(-c2ccccc2)c1C#N | 7% | 49% | 2% | 8 | · | 6% | 48%[12.7 µM] | -48% | 6%
Cc1cc(C)nc(SCc2nnc(SCC(=O)Nc3cc(C(F)(F)F)ccc3Cl)o2)n1 | 18% | 15% | -1% | -3 | 3% | 0% | 24%[59 µM] | 18% | -12%
Cc1cc(NC(=O)CSc2nnc(C3CC3)n2Cc2ccccc2)no1 | 7% | 28% | 1% | -12 | 195%[activator] | 0% | -1%[59 µM] | -43% | -7%
COc1cccc(-c2ccc(-c3noc(-c4cccs4)n3)c(OC)n2)c1 | 2% | 12% | 8% | 4 | ? | 8% | 1.3µM* | ? | 28%
CC(C)c1nnc(NC(=O)c2ccc(N3C(=O)CCC3=O)cc2)s1 | -14% | 39% | 0% | -7 | ? | -3% | ? | -11% | 0%
C#CCNc1cc(C)nc2ncnn12 | 3% | 25% | -7% | 7 | -5% | 7% | -4% | -5% | -13%
O=C(CCC(=O)OCC(=O)c1ccc(Br)cc1)Nc1ccc(Br)c2cccnc12 | 12% | ? | 2% | 9 | -1% | -7% | 19%[12.7 µM] | 1% | 6%

Ordered by formula weight (smallest number first): part of the list above
SMILES | BAZ2B block | HP1b chromo inh | ERG Ets-DNA blk | PI4K2A block | ALOX12 inh | GLS inhibitor | G9a block | RGS4 inh | JMJD2A Tudor
CNc1nc2cccnc2s1 | -2% | 39%[activator] | 13% | 6 | 31%[activator] | -5% | 19% | 21% | -11%
C#CCNc1cc(C)nc2ncnn12 | 3% | 25% | -7% | 7 | -5% | 7% | -4% | -5% | -13%
CS(=O)(=O)c1nc(-c2ccccc2)cc(-c2ccccc2)c1C#N | 7% | 49% | 2% | 8 | · | 6% | 48%[12.7 µM] | -48% | 6%
CC(C)c1nnc(NC(=O)c2ccc(N3C(=O)CCC3=O)cc2)s1 | -14% | 39% | 0% | -7 | ? | -3% | ? | -11% | 0%
O=c1[nH]c(CN2CCN(S(=O)(=O)/C=C/c3ccccc3)CC2)nc2cc(Cl)ccc12 | -22% | 34% | 10% | 0 | -29% | 23% | -6% | -3% | -16%
Cc1cc(C)nc(SCc2nnc(SCC(=O)Nc3cc(C(F)(F)F)ccc3Cl)o2)n1 | 18% | 15% | -1% | -3 | 3% | 0% | 24%[59 µM] | 18% | -12%
COCCOC(=O)C1=C(C)NC2=C(C(=O)CC(C)(C)C2)C1c1cc2c(cc1Br)OCO2 (stereo not drawn) | -2% | 45%[activator] | · | 1 | -29% | 17% | -11% | 18% | -15%

(cont.)
SMILES | BAZ2B block | HP1b chromo inh | ERG Ets-DNA blk | PI4K2A block | ALOX12 inh | GLS inhibitor | G9a block | RGS4 inh | JMJD2A Tudor
Clc1ccccc1C1CC(c2ccccc2)=Nc2ccccc2N1 (stereo not drawn) | ? | 19% | 4% | -1 | 2% | -6% | · | -29% | -4%
CC(C)(C)c1ccc(C(=O)NCCCNC(=O)c2ccccn2)cc1 | 0% | 24% | -6% | 1 | 21% | -10% | -4% | 5% | 0%
CC1Cc2ccccc2N1C(=O)CSc1ncccn1 (stereo not drawn) | 0% | -15% | 6% | 3 | 14% | -4% | -6% | 12% | -21%
O=C(COc1ncnc2ccccc12)Nc1cc(S(=O)(=O)N2CCOCC2)ccc1Cl | -3% | 27% | 12% | 5 | -4% | 0% | 19%[59 µM] | -41% | 7%
O=C(CN(Cc1cccs1)C(=O)c1csnn1)NC1CCCC1 | 13% | ? | -4% | -1 | -26% | -2% | -9%[59 µM] | -35% | 79µM*
COc1ccc(/C(C)=N\NC(=O)CNC(=O)C(c2ccccc2)c2ccccc2)cc1OC | -20% | 36% | -4% | 10 | 8% | -10% | -8% | 12% | -17%
NC(=O)c1ccsc1NC(=O)COC(=O)C1=NNC(=O)CC1 | -2% | 37% | -7% | 43 | 185%[activator] | -1% | -6%[12.7 µM] | 16% | -10%
O=C(COC(=O)c1cnccn1)c1ccc2ccccc2c1 | 1% | 24% | -2% | -3 | -3% | 0% | -11%[12.7 µM] | -3% | 1%
COc1ccc(CCN2CC(C(=O)N(C)Cc3ccc(C)o3)CCC2=O)cc1 (stereo not drawn) | -10% | 29% | -2% | 0 | 4% | 5% | ? | -10% | -14%
CC(O)(CS(=O)(=O)Cc1ccccc1)C(=O)Nc1cccc(C(F)(F)F)c1 (stereo not drawn) | -3% | 16% | -1% | -4 | 3% | -9% | 0% | -6% | -6%
Cc1ccc(N=Cc2c(C)[nH]n(-c3ccccc3)c2=O)nc1 | -33% | -8% | 8% | -11 | ? | 8% | ? | -21% | -15%
O=C(Cc1ccc2c(c1)OCCO2)Nc1cc(Cl)ccc1N1CCOCC1 | -7% | 2% | 4% | 2 | -29% | 6% | ? | 4% | -17%
O=C(c1cc(S(=O)(=O)N2CCOCC2)c(Cl)cc1Cl)N1CCN(S(=O)(=O)c2cccc(F)c2)CC1 | · | 11% | 4% | 2 | -15% | 5% | · | 40% | -18%
Cc1cc(C(=O)NC(=S)Nc2cccc(NC(=O)C(C)C)c2)ccc1[N+](=O)[O-] | -11% | 9% | 6% | 0 | ? | 20% | -2% | 1% | ?
CCN1CCCC1CNC(=O)c1ccccc1Cl (stereo not drawn) | -1% | 27% | 1% | -2 | -12% | 9% | 12%[59 µM] | -51% | -13%
CCOc1ccc(C(O)C(CN2CCOCC2)c2ccccc2)cc1 (stereo not drawn) | -29% | 21% | 1% | -9 | -23% | 3% | · | -30% | -3%
CCc1ccccc1NC(=O)CSc1ncc(S(=O)(=O)c2ccc(C(C)C)cc2)c(N)n1 | 3% | 18% | -4% | 5 | -3% | 7% | -7%[59 µM] | 2% | 20µM*
COC(=O)Cn1cnc2scc(-c3ccc(C)c(C)c3)c2c1=O | 1% | 22% | -5% | 13 | 2% | -7% | 4% | -27% | -20%
Cc1oc(-c2ccc(C(=O)NCCC(C)C)cc2)nc1CS(=O)(=O)c1ccccc1 | -11% | 33% | -1% | -1 | -14% | 0% | -22%[59 µM] | -10% | -22%
CCOC(=O)c1cc2c(ccn2-c2ccc(F)cc2)n1CC(=O)N1CCN(C(=O)c2ccco2)CC1 | 8% | 37% | -1% | 1 | 39%[57.4 µM] | 1% | -2% | -28% | -8%
COc1ccc(S(=O)(=O)N2CCCN(CC(=O)C(C)(C)C)CC2)cc1 | 5% | 32% | -2% | -3 | ? | 6% | 19%[0.0925 µM] | -31% | -10%
NC(=O)C1CCN(C(=O)CCn2c(=O)oc3ccccc32)CC1 | 10% | 27% | 15% | -1 | ? | -7% | 5%[59 µM] | -10% | -12%
CCOc1ccc(S(=O)(=O)N2CN3CCN(C3)C2)cc1 | ? | 34% | 3% | 5 | 24% | 3% | 5% | 13% | -7%
COc1ccccc1N1CCN(CCCCN2C(=O)C3CCCN3C2=O)CC1 (stereo not drawn) | · | 32% | -1% | 5 | -25% | 25% | · | 6%[56.9 µM] | -2%
Cc1nc(-c2ccc(F)cc2)c(CC(=O)N(C)CC(=O)Nc2ccccc2C(F)(F)F)s1 | 10% | 12% | 15% | -8 | 3% | -1% | 14% | -32% | -6%
CCOC(=O)Cn1c(=O)c2c(nc3n2CCCCN3c2ccc(C)cc2)n(C)c1=O | -5% | 28% | -2% | 0 | ? | 14% | 8%[12.7 µM] | 33% | -18%
Cc1occc1C(=O)N/N=C/c1ccc(Br)s1 | -16% | 38% | 0% | -8 | -2% | -10% | 7% | -14% | -16%
CC(C)CCNC(=O)c1cc(-c2ccncc2)nc2ccc(S(=O)(=O)N3CCOCC3)cc12 | 12% | 41%[activator] | 1% | -2 | -20%&13% | 0% | -36% | 5% | -13%
Cc1cc(C)nc(SCC(=O)Nc2nonc2N)n1 | -34% | 40%[activator] | -3% | 0 | -8% | 0% | -51% | -3% | 7%
CC(=O)NCCOc1cccc(OCCNC(C)=O)c1 | 7% | 35%[activator] | 0% | 3 | 65%[activator] | -2% | 11%[59 µM] | -9% | -14%
CC(=O)c1sc(NC(=O)CCN2C(=O)c3ccccc3C2=O)nc1C | -19% | 18% | 5% | 0 | -9% | 11% | 20% | 3% | -4%

Source: PubChem BioAssay

A portion of the library (hit frequency here may not be typical).
